Assay outcomes: PubChem BioAssay, Southern Research Specialized Biocontainment Screening Center
Salmonella PhoP GFP: PhoP regulon inhibitors, Salmonella typhi PhoP promoter GFP reporter, confirmatory (AID 1850). Salmonella Typhi PhoP-promoter GFP reporter, fluorescence, 4 h; higher % means a stronger effect. inhibition, % at 50 µM; hits with a dose series show IC50 in µM. 310,000 compounds, 0.33% hits; in the data active means a potency from the dose series; inconclusive means inhibition mostly from about 25% at the one dose, without a potency; inactive means the rest, 99 in 100 with inhibition below about 19%;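 further: 0% = induced wells with vehicle and 100% = uninduced wells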
H1N1 NS1A inhibition: NS1A inhibition, H1N1 influenza, cell based functional assay (AID 504329); NS1A functional cell-based assay, percent inhibition; higher % means a stronger effect; inhibition, % at 12.5 µM; hits with a dose series show IC50 in µM; 340,000 compounds, 0.3% hits; in the data active means a potency from the dose series; inconclusive means inhibition above about 27% without an active follow-up result; further: strong numbers were not always called active
VEEV TC-83 Vero: inhibitors of VEEV TC-83 cytopathic effect, confirmation, Vero cells (AID 588727) | Vero cells, VEEV TC-83 cytopathic effect inhibition; higher % means a stronger effect | inhibition, % at 20 µM; hits with a dose series show IC50 in µM | 350,000 compounds, 0.13% hits; in the data active means a potency from the dose series; inconclusive means inhibition mostly from about 14% at the one dose, without a potency; inactive means the rest, 99 in 100 with inhibition below about 12%; further: strong numbers were not always called active
M. tuberculosis: growth inhibition of non-replicating M. tuberculosis (AID 488890). Mycobacterium tuberculosis non-replicating, growth inhibition; higher % means a stronger effect. inhibition, % at 25 µM; hits with a dose series show IC50 in µM. 320,000 compounds, 0.39% hits; in the data active means a potency from the dose series; inconclusive means inhibition mostly from about 82% at the one dose, without a potency; inactive means the rest, 99 in 100 with inhibition below about 76%;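 further: plate controls were DMSO cells for no effect and high antibiotic wells for full effect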
M. tuberculosis HTS: M. tuberculosis growth inhibition, HTS (AID 449762); M. tuberculosis H37Rv growth inhibition, 7H9 media; higher % means a stronger effect; inhibition, % at 25 µM, or IC50 in µM where a hit was titrated; 330,000 compounds, 0.59% hits; in the data active means a potency from the dose series; inconclusive means inhibition above about 70% without an active follow-up result;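 further: bacterial growth assessed after seven days of incubation; strong numbers were not always called active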
VEEV TC-83 Vero 10K pilot screen: second read-out of VEEV TC-83 Vero, no call of its own (marks repeat the call); inhibition, %; measured here: 10K pilot screen inhibition
* hit, by the source's call; i = inactive; ? = inconclusive; nt = not tested or not shown. Random draw from the library (roughly 1.5% active in at least one column).

SMILES | Salmonella PhoP GFP | H1N1 NS1A inhibition | VEEV TC-83 Vero | M. tuberculosis | M. tuberculosis HTS | others
O=C(Cc1ccc([N+](=O)[O-])cc1)Nc1ccc2c(c1)CCC2 | 14% | 10% | 2.2% | -20% | 68%
COc1ccccc1N1CC(C(=O)Nc2ccc(S(=O)(=O)N3CCOCC3)cc2)CC1=O (stereo not given) | 9% | -1% | 0.5% | -3% | -5%
Cc1ccc(NC(=O)c2nn(C34CC5CC(CC(C5)C3)C4)cc2[N+](=O)[O-])cc1 | -1% | 13% | i | 7% | 3%
CN(C)C=NC(=O)c1ccc(N2CCN(c3ncc(C(F)(F)F)cc3Cl)CC2)cc1 | -12% | 5% | i | 35% | 3%
Cc1c(Cl)ccc2c(C(=O)NCCN3CCCCC3)cc(-c3ccccn3)nc12 | 0% | 6% | 9.5% | 80% | ?
COc1ccc(OC)c(NC(=O)COC(=O)CCS(=O)(=O)c2ccc(Cl)cc2)c1 | nt | 3% | i | 32% | 7%
Cc1ncsc1C(=O)O | 2% | -7% | 0.1% | -12% | 3%
COc1cc(NC(=O)CN2C(=O)C(c3ccccc3)=NC23CCCCCC3)cc(OC)c1 | -7% | -9% | 0.6% | 16% | -4%
COc1cc(CCC(=O)Oc2ccc(C(C)=O)cc2)cc(OC)c1OC | -6% | -6% | 0.4% | 33% | 6%
Fc1ccccc1N1CCN(CC2CCCCC2)CC1 | -1% | -30% | 0.2% | 9% | 15%
COc1cc2ccccc2cc1C(=O)Nc1cc(C)ccn1 | -10% | 1% | 8.8% | 10% | -4%
COc1ccc(S(=O)(=O)N2CCN(c3ncccn3)CC2)cc1[N+](=O)[O-] | -20% | -3% | i | 7% | 4%
CCc1cc2ccc(C)cc2nc1SCC(=O)Nc1cc(OC)c(OC)cc1C(=O)O | 0% | 17% | 3.9% | 14% | 10%
CN(CCN1CCOCC1)Cc1nc(-c2ccccc2)no1 | 2% | 6% | 2.6% | 0% | 5%
CCOC(=O)N1CCC(N(CCN(C)C)C(=S)Nc2ccccc2Cl)CC1 | 1% | -12% | 0.1% | -6% | 1%
Cc1nnc(SCC(=O)N2CCN(S(=O)(=O)c3ccccc3)CC2)s1 | -2% | -4% | 0.8% | 5% | -1%
CCN(Cc1ccccc1)C(=O)c1oc2ccc(C)cc2c1C | -7% | -7% | i | 43% | 11%
CC(C)(C)c1ccc(-c2n[nH]c(=S)n2-c2ccccc2)cc1 | -6% | -2% | 1.0% | -18% | 3%
CC1CCN(c2nc3nonc3nc2N2CCC(C)CC2)CC1 | -10% | -3% | 1.1% | -4% | -4%
O=C(Nc1nnc(-c2ccc(F)cc2)o1)c1cccc([N+](=O)[O-])c1 | 5% | -3% | 36% | -9% | ?

The list goes on, starting with the last 2 of the part before.
SMILES | Salmonella PhoP GFP | H1N1 NS1A inhibition | VEEV TC-83 Vero | M. tuberculosis | M. tuberculosis HTS | others
CC1CCN(c2nc3nonc3nc2N2CCC(C)CC2)CC1 | -10% | -3% | 1.1% | -4% | -4%
O=C(Nc1nnc(-c2ccc(F)cc2)o1)c1cccc([N+](=O)[O-])c1 | 5% | -3% | 36% | -9% | ?
O=C(CSc1ncccn1)NC(=O)c1ccccc1 | 5% | -3% | 0.2% | 4% | -7%
CCOC(=O)Cc1csc(NC(=O)COc2ccc(N(C)S(=O)(=O)c3ccc(C)cc3)cc2)n1 | -15% | 9% | 7.2% | 29% | 60%
FC(F)(F)c1ccc(CN2CCCCCC2)cc1 | -6% | 2% | 0.2% | 4% | 12%
CC(=O)C1=C(O)C(=O)N(c2ccc(Br)cc2)C1c1ccc([N+](=O)[O-])cc1 (stereo not given) | -1% | -5% | 0.6% | 15% | -1%
COC(=O)c1cc(S(=O)(=O)NC2CCN(Cc3ccccc3)CC2)cn1C | 0% | 2% | 1.4% | -4% | 1%
O=C(Nc1ccccn1)c1ccc2c(c1)OCCO2 | -2% | 5% | 0.7% | 2% | 3%
Oc1ccc(Br)cc1-c1n[nH]c(=S)n1Cc1ccccc1 | -11% | 5% | i | -6% | 2%
C/C(N=Nc1nc2ccccc2s1)=N\Nc1ccccc1O | 16% | 23% | 2.3% | ? | ?
COc1ccccc1-c1nnc(SCc2nc3ccccc3s2)n1C | -2% | -16% | 1.8% | 17% | -8%
CCN(CC)c1ccc(/C=N/NC(=O)c2c(-c3ccccc3)noc2C)cc1 | 5% | 8% | i | -14% | 8%
CCOc1ccc(Cn2cc(F)c(=O)[nH]c2=O)cc1 | 14% | -5% | 3.1% | 4% | 1%
CCOC(=O)c1c(C)[nH]c(C(=O)COC(=O)C2CC(=O)N(Cc3ccccc3)C2)c1C (stereo not given) | -5% | 3% | 5.2% | -5% | -1%
Cc1ccc(C(=O)Nc2ccc(Nc3ccccc3)cc2)cc1C | -1% | -9% | 5.0% | 32% | 8%
O=C(NC1=NCCS1)c1cc(-c2ccccc2)nn1-c1ccccc1 | 10% | -5% | 0.7% | nt | 5%
CCN(CC)CC(=O)Nc1sc2c(c1C(=O)c1ccccc1C)CCC2 | 0% | 5% | 0.8% | 46% | 3%
O=C(Nc1ccccc1O)c1cc(S(=O)(=O)N2CCOCC2)ccc1Cl | 5% | -13% | 0.8% | 8% | -3%
O=C(NCN1CCN(c2ccccc2F)CC1)c1cccnc1 | 6% | 2% | 3.0% | -5% | -6%
CC(=O)Nc1ccc(SC[C@H](c2ccccc2)N2CCN(CCc3ccccc3)CCC2=O)cc1 | -6% | nt | nt | 35% | 69%
O=C(COC(=O)/C=C/c1ccco1)NCc1ccccc1 | 6% | -1% | 0.9% | 11% | 0%
Cc1ccc(CNC(=O)CCC2CCCN(C(=O)CCC(F)(F)F)C2)o1 (stereo not given) | 3% | -19% | 0.7% | -10% | -7%

Quoted from above, 18 compounds:
SMILES | Salmonella PhoP GFP | H1N1 NS1A inhibition | VEEV TC-83 Vero | M. tuberculosis | M. tuberculosis HTS | others
FC(F)(F)c1ccc(CN2CCCCCC2)cc1 | -6% | 2% | 0.2% | 4% | 12%
CC(=O)C1=C(O)C(=O)N(c2ccc(Br)cc2)C1c1ccc([N+](=O)[O-])cc1 (stereo not given) | -1% | -5% | 0.6% | 15% | -1%
COC(=O)c1cc(S(=O)(=O)NC2CCN(Cc3ccccc3)CC2)cn1C | 0% | 2% | 1.4% | -4% | 1%
O=C(Nc1ccccn1)c1ccc2c(c1)OCCO2 | -2% | 5% | 0.7% | 2% | 3%
Oc1ccc(Br)cc1-c1n[nH]c(=S)n1Cc1ccccc1 | -11% | 5% | i | -6% | 2%
C/C(N=Nc1nc2ccccc2s1)=N\Nc1ccccc1O | 16% | 23% | 2.3% | ? | ?
COc1ccccc1-c1nnc(SCc2nc3ccccc3s2)n1C | -2% | -16% | 1.8% | 17% | -8%
CCN(CC)c1ccc(/C=N/NC(=O)c2c(-c3ccccc3)noc2C)cc1 | 5% | 8% | i | -14% | 8%
CCOc1ccc(Cn2cc(F)c(=O)[nH]c2=O)cc1 | 14% | -5% | 3.1% | 4% | 1%
CCOC(=O)c1c(C)[nH]c(C(=O)COC(=O)C2CC(=O)N(Cc3ccccc3)C2)c1C (stereo not given) | -5% | 3% | 5.2% | -5% | -1%
Cc1ccc(C(=O)Nc2ccc(Nc3ccccc3)cc2)cc1C | -1% | -9% | 5.0% | 32% | 8%
O=C(NC1=NCCS1)c1cc(-c2ccccc2)nn1-c1ccccc1 | 10% | -5% | 0.7% | nt | 5%
CCN(CC)CC(=O)Nc1sc2c(c1C(=O)c1ccccc1C)CCC2 | 0% | 5% | 0.8% | 46% | 3%
O=C(Nc1ccccc1O)c1cc(S(=O)(=O)N2CCOCC2)ccc1Cl | 5% | -13% | 0.8% | 8% | -3%
O=C(NCN1CCN(c2ccccc2F)CC1)c1cccnc1 | 6% | 2% | 3.0% | -5% | -6%
CC(=O)Nc1ccc(SC[C@H](c2ccccc2)N2CCN(CCc3ccccc3)CCC2=O)cc1 | -6% | nt | nt | 35% | 69%
O=C(COC(=O)/C=C/c1ccco1)NCc1ccccc1 | 6% | -1% | 0.9% | 11% | 0%
Cc1ccc(CNC(=O)CCC2CCCN(C(=O)CCC(F)(F)F)C2)o1 (stereo not given) | 3% | -19% | 0.7% | -10% | -7%

Following part:
SMILES | Salmonella PhoP GFP | H1N1 NS1A inhibition | VEEV TC-83 Vero | M. tuberculosis | M. tuberculosis HTS | others
Cc1ccc2c(C)c(C(=O)NCCc3ccco3)oc2c1C | -8% | -14% | 6.0% | 45% | 0%
NS(=O)(=O)c1ccc(NC(=S)N2CCCC2)cc1 | 3% | 9% | i | -10% | 3%
CN(Cc1nc2ccccc2c(=O)[nH]1)Cc1cc(=O)oc2ccc3ccccc3c12 | -3% | 6% | 1.1% | 18% | -2%
CCCCn1nnnc1SCC(=O)Nc1ccc2c(c1)OCCO2 | 11% | 11% | 0.1% | 41% | -7%
CCCn1nc(C(=O)NC2CCCCCC2)c2ccccc2c1=O | nt | -2% | 0.1% | 19% | -2%
CNc1nnc(SCC(=O)N2c3ccccc3NC(=O)CC2C)s1 (stereo not given) | nt | 1% | 1.4% | -24% | -13%
CC(C)(C)c1n[nH]c2c1CCCC2 | -3% | 0% | 2.2% | 26% | 0%
Cc1cc(C)n2cc(CSc3ccc(Cl)cc3)nc2n1 | 9% | -14% | 5.1% | 12% | -10%
CCn1c(=O)c2c(nc(SCC(=O)N3CCC(C)CC3)n2C)n(C)c1=O | -4% | -4% | 1.6% | -11% | -2%
CCOCCCN=Cc1c(O)n(Cc2ccccc2)c(=O)[nH]c1=O | 10% | -1% | 7.7% | 9% | -3%
O=C1NC(=O)C(=Cc2cccs2)C(=O)N1 | nt | -5% | i | nt | nt
COc1ccc(/C=C/C(=O)Nc2ccccc2)cc1S(=O)(=O)N1CCOCC1 | 2% | -13% | 12% | -2% | -6%
CC1(C)C(=O)Nc2ccccc2N1C(=O)COC(=O)c1cccs1 | nt | 1% | i | 2% | 3%
O=C(NCCCN1CCN(c2cccc(Cl)c2)CC1)C1CCC(=O)N1Cc1ccccc1Cl (stereo not given) | nt | -4% | 1.9% | nt | nt
COc1ccccc1-n1c(SCC(=O)N2CCOCC2)nc(O)c(Cc2ccccc2)c1=O | 5% | -14% | i | -18% | -8%
CCOc1cc(C(=O)OC(C(=O)NC(=O)NC)c2ccccc2)ccc1OCC(=O)N1CCOCC1 (stereo not given) | nt | -21% | 1.6% | 2% | -6%
Cc1ccc(NC(=S)N(Cc2ccc(Cl)cc2)Cc2ccc(C(=O)O)cc2)cc1Cl | -2% | -4% | 2.9% | 26% | 8%
CCOC(=O)/C(C#N)=C/c1cn(CCC(=O)O)nc1-c1ccc(F)cc1 | -5% | -1% | 1.3% | -2% | -8%
CCOC(=O)C1CCN(C(=O)CCc2nnc3ccc(NCCCN4CCCC4=O)nn23)CC1 | -20% | 7% | 0.8% | -6% | -1%
CNC(=O)NC(=O)C(C)OC(=O)CCCSc1nc2ccccc2s1 (stereo not given) | 5% | -1% | 0.3% | ? | 17%
CCOC(=O)/C(C#N)=C/c1c(OCC)n(CC)c2ccccc12 | -6% | -7% | 7.7% | 14% | -4%
COc1ccc(/C=N/NC(=O)c2ccn[nH]2)cc1COc1ccc(Cl)cc1 | 7% | 6% | 9.1% | 2% | 0%
CCOc1ccc(Nc2nc(N)nc(CN(C)C3CCCCC3)n2)cc1 | -5% | 2% | 0.5% | 17% | -19% | VEEV TC-83 Vero 10K pilot screen=0.0
O=C(CN1CCN(S(=O)(=O)c2ccccc2)CC1)NCc1ccccc1 | 0% | -10% | 7.9% | 24% | 5%
Cc1onc(-c2ccccc2)c1C(=O)Nc1nc(-c2ccc(F)c(F)c2)cs1 | -3% | 6% | 0.2% | 15% | 4%
CC(NCCCOc1cccc2ccccc12)c1ccccc1 (stereo not given) | 22% | 2% | 2.5% | i | 23µM*
O=C(CCCN1C(=O)NC2(CCCC2)C1=O)Nc1cccc(S(=O)(=O)N2CCOCC2)c1 | nt | 5% | 0.2% | nt | nt
Cc1ccc(-c2cc(-c3ccccc3)nc(N)c2C#N)o1 | -3% | -23% | 0.1% | 4% | 8%
Cc1cc2oc(=O)cc(CN(C)Cc3cccc(F)c3)c2cc1Cl | 0% | -27% | 2.2% | 5% | -7%
CCC(C)N(C(=O)Cn1c(=O)cnc2ccccc21)C1CCS(=O)(=O)C1 (stereo not given) | 5% | -14% | 3.2% | -14% | 0%
CCC(OC(=O)c1ccco1)C(=O)NC1CCCC1 (stereo not given) | -2% | -3% | 0.4% | 4% | -3%
CC(C)C(C)NC(=O)CN1C(=O)NC2(CCCc3ccccc32)C1=O (stereo not given) | -2% | 6% | 0.1% | 3% | -3%
